V1aR counter: V1a receptor agonism, counter-screen for OXTR agonists | AID 2797 | CHO-V1R cells, Fluo-8 calcium fluorescence, agonist mode; 0% DMSO, 100% 3 nM vasopressin | activation, % at 3 µM | P37288 | hit rate 0.25% among 320,000;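 active = activation above the mean activation of all tested compounds plus 3 SD, per screening run, cut at about 20% in these data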;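 note: signal is peak over basal fluorescence ratio across a 100 second FLIPR read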
Target sequence (P37288 whole entry, looked up): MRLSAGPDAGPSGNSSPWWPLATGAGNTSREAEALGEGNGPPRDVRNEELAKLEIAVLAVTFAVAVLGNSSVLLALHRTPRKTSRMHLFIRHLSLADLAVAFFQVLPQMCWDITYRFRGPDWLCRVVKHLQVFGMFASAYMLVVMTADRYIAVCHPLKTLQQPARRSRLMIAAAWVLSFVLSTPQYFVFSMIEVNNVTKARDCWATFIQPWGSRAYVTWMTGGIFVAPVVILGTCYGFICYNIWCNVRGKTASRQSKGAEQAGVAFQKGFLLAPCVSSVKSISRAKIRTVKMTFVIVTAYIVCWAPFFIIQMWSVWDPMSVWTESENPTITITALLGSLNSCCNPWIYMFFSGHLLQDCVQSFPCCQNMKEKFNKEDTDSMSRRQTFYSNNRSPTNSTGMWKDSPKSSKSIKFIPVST
OXTR ag: human OXTR agonism; hit rate 0.32% among 320,000; activation, % at 3 µM; CHO-OTR cells, Fluo-8 calcium fluorescence; normalized: DMSO 0%, oxytocin 100%;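 active = activation above the mean of all tested compounds plus 3 SD, cutoff set per screening run, cut at about 20% in these data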;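 note: peak over basal fluorescence ratio from a 100 s FLIPR kinetic read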
GalR3 antag: antagonists of human GalR3; HEK293 GalR3-CNG cAMP membrane potential fluorescence; galR3 body fused to GalR1 C-terminus; O60755; hit rate 0.44% among 360,000; inhibition, % at 3 µM; AID 651719;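 active = inhibition above the screen-wide average plus 3 SD, cut at about 13% in these data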;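 note: forskolin and galanin both at EC90 stimulate the cells; cAMP rise reported by CNG channel membrane potential dye signal; 0% = forskolin plus galanin with DMSO and 100% = forskolin alone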
VIM-2 inhibitor: inhibitors of Pseudomonas aeruginosa VIM-2 metallo-beta-lactamase | purified VIM-2, nitrocefin hydrolysis, epi-absorbance fluorescence | inhibition, % at 5.6 µM | hit rate 0.89% among 290,000;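 active = inhibition above the mean of all tested compounds plus 3 SD, cutoff set per screening run, cut at about 7.5% in these data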;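 note: red hydrolysis product quenches plate fluorescence so inhibitors raise well fluorescence; 0% = enzyme with DMSO and 100% = DMSO without enzyme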
GPR7 antag: human neuropeptides B/W receptor 1 antagonism; GPR7-expressing cells, fluorescence antagonist assay; P48145; hit rate 1.1% among 290,000; AID 1861; inhibition, % at 4.4 µM; in the data active = inhibition above about 16%, passing the limit was not always enough;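 note: cells stimulated with the agonist NPW; 0% = agonist with vehicle and 100% = vehicle without agonist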
Target sequence (P48145 whole entry, looked up): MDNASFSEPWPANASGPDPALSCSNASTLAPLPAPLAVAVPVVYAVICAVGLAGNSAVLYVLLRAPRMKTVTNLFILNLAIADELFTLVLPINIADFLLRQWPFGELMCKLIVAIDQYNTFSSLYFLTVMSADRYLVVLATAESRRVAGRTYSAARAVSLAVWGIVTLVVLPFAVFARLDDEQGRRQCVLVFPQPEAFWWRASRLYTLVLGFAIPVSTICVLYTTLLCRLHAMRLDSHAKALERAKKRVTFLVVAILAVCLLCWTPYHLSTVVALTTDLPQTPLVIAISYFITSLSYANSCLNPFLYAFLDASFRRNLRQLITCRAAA
IMP-1 inhibitor: blocks Pseudomonas aeruginosa IMP-1 metallo-beta-lactamase | purified IMP-1, nitrocefin hydrolysis, epi-absorbance fluorescence | AID 1556 | hit rate 0.45% among 290,000 | inhibition, % at 5.6 µM;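 active = inhibition above the mean plus 3 SD of all compounds in the same screening run, cut at about 4.5% in these data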;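 note: 0% = IMP-1 with DMSO and 100% = DMSO wells lacking enzyme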
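Assay system: purified IMP-1; Quantity: IMP-1 0.2 nM before substrate addition; Medium: HEPES buffer pH 7.1 with ZnSO4 and Brij 35; Incubation: 15 min enzyme–compound preincubation, then 25 min nitrocefin reaction, 25 °C; Signal: fluorescence quenching readout, ex 480/em 530 nm; Controls: DMSO with and without IMP-1; Repeats: singlicate testing.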
PHOSPHO1 inh: blocks human PHOSPHO1 phosphatase activity; Q8TCT1; recombinant PHOSPHO1, absorbance phosphatase assay; inhibition, % at 13.3 µM; hit rate 1.1% among 290,000; in the data active = inhibition above about 60%
Target sequence (Q8TCT1 whole entry, looked up): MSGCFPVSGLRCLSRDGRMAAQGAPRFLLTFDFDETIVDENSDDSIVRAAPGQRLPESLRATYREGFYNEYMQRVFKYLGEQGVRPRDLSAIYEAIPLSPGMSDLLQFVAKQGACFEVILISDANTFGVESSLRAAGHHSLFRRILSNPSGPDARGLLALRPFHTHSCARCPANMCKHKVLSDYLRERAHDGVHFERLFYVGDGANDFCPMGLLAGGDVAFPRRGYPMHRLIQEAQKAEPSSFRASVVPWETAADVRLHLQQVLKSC
FID counter: counter-screen for HCV NS3 helicase inhibitors: DNA intercalator displacement | DNA fluorescent intercalator displacement, fluorescence | inhibition, % at 7.9 µM | hit rate 0.17% among 290,000 | AID 1845; in the data active = inhibition above about 37%;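 note: 0% = vehicle and 100% = reference compound; higher means more ethidium bromide displaced from hairpin DNA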
NS3 helicase inh: inhibitors of Hepatitis C virus NS3 helicase | NS3 helicase DNA unwinding, Cy5 molecular beacon fluorescence | inhibition, % at 10.9 µM | hit rate 0.56% among 290,000 | AID 1800;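 active = inhibition above the mean of all tested compounds plus 3 SD, set per campaign, cut at about 35% in these data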;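 note: 0% = DMSO wells and 100% = thioflavine S control wells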
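Control set: DMSO versus 110 µM thioflavine S; Material: NS3 helicase fragment of HCV; Measured by: Cy5 fluorescence at 0 and 60 min, beacon hairpin quenching; Read-out basis: percent inhibition from t60/t0 fluorescence ratio; Times: reaction time 60 min, 25 °C; Repeats: single replicate; Compound dosing: single dose, 10.9 µM nominal final, DMSO 0.8% final.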
* hit, by the source's call; . = no result given.

SMILES	V1aR counter	OXTR ag	GalR3 antag	VIM-2 inhibitor	GPR7 antag	IMP-1 inhibitor	PHOSPHO1 inh	FID counter	NS3 helicase inh
CCCCn1c(=O)c2ccccc2n2c(=S)[nH]nc12	-1.4	-1.2	-11	-4.8	10	-3.8	-47	-13	4
COc1ccc(C(=O)N/N=C/c2ccc3cccc(OCc4ccccc4)c3n2)cc1	0.7	-0.8	-1	1.4	-7	-1.3	21	-17	-17
O=C(c1cc([N+](=O)[O-])ccc1Cl)N1CCN(c2ccc([N+](=O)[O-])cc2)CC1	9.2	7.1	-3	-3.4	3	-2.3	-28	3	0
CN(C)CCNC(=O)Cc1ccc([N+](=O)[O-])cc1	0.2	0.2	-5	0.1	-12	-2.0	3	-1	9
CCc1ccccc1Nc1nn2c(=O)c3ccc(C(=O)NCc4ccccn4)cc3nc2s1	-1.6	-2.9	-9	-2.2	-20	-3.1	22	-22	-13
CCOc1ccccc1Nc1nnc(SCC(=O)Nc2cc(C)on2)s1	-0.3	-1.8	-2	-0.1	11	1.1	62*	-9	-6
CCOc1ccc(S(=O)(=O)NCCCN2CCOCC2)c2ccccc12	0.6	0.1	-4	-2.2	-4	-2.6	37	13	-25
CC(=O)c1cnc2nc(C)nn2c1C	0.7	0.0	0	-2.1	-12	-2.2	3	1	-7
COc1cc(C(=O)Nc2cc(C(F)(F)F)ccc2Cl)cc(OC)c1OC	-0.2	-2.5	0	-0.4	-7	-3.2	-1	-20	-12
CC(=O)c1c(C)[nH]c(C(=O)Nc2nc(C)cs2)c1C	0.6	1.7	5	-1.0	-15	-3.4	22	-6	5
CC(=O)Nc1ccc(S(=O)(=O)N(C)S(=O)(=O)c2ccc(F)cc2)cc1	2.4	1.7	-5	-2.5	-5	-1.7	-11	-1	-8
N/C(=N\OC(=O)c1ccncc1)c1cccc([N+](=O)[O-])c1	1.4	1.2	-9	0.3	11	-0.1	-2	2	23
COc1ccc(Cl)cc1NC(=O)CSc1ncnc2c1oc1ccccc12	0.2	0.6	1	-2.1	-12	-3.4	-8	-4	-10
O=C(O)Cc1sc(N/N=C\c2ccncc2)nc1-c1ccccc1	11	9.2	-4	-3.1	5	-1.4	32	-12	55*
NCCCC[C@H]1CNC(=S)N1CCc1cc(C(F)(F)F)cc(C(F)(F)F)c1	1.1	0.4	-6	-3.4	-6	-2.9	14	22	-37
O=C(c1ccc(COc2ccc(Cl)cc2)o1)N1N=C(C(F)F)CC1(O)C(F)F (stereo unspecified)	2.3	0.8	-1	-2.6	-13	-3.7	-5	-11	-12
CCOc1ccc(C2C(C(=O)Nc3ccccc3)=C(C)N=c3s/c(=C/c4cccc(OCC(=O)O)c4)c(=O)n32)cc1 (stereo unspecified)	-0.1	-0.2	-3	-1.3	5	-0.7	24	0	13
Nc1cc(N)nc(SCc2cccnc2)n1	0.0	-0.6	-4	1.3	-3	-1.7	12	-2	5
COc1ccc(-c2c(C)oc3c(CN4CCCCC4C)c(O)ccc3c2=O)cc1 (stereo unspecified)	0.8	-0.4	-7	-4.0	0	-1.0	28	2	7
COc1ccccc1N1CCN(C(=O)c2cc(-c3ccccc3)on2)CC1	-0.4	-1.8	-8	-1.1	0	-2.7	47	-50	4
CCNc1nc(NCC)nc(SCCOC(=O)c2ccccc2)n1	3.4	1.2	-3	-0.7	-14	-1.8	3	-20	-12
CNC(=S)N/N=C/c1cc(C)ccc1C	-0.8	-2.7	1	-4.7	0	-3.8	11	-3	-8
Cc1ccccc1Cn1nc(C)c(NC(=O)c2cc(-c3cccs3)on2)c1C	2.9	3.5	.	-1.5	-9	-0.1	8	-18	-10
CCOC(=O)/C(C#N)=N/Nc1c(C)n(C)n(-c2ccccc2)c1=O	-0.5	-1.2	-1	-2.3	-2	-1.8	5	4	-1
Cn1nc(C(F)(F)F)c2cc(C(=O)Nc3ccc(C(F)(F)F)cc3)sc21	4.5	0.1	-6	-1.4	7	-0.3	13	-5	0
(continued)
SMILES	V1aR counter	OXTR ag	GalR3 antag	VIM-2 inhibitor	GPR7 antag	IMP-1 inhibitor	PHOSPHO1 inh	FID counter	NS3 helicase inh
CCOC(=O)c1cc(C#N)c(N2CCN(C(=O)c3ccccc3)CC2)nc1C(F)(F)F	0.8	-0.5	-1	0.7	-2	-1.0	24	-13	5
COCCCNC(=O)C(=O)NCC(c1ccco1)N1CCN(c2ccc(OC)cc2)CC1 (stereo unspecified)	0.6	0.5	1	-3.2	-5	-1.8	30	-31	5
COc1cccc(OC)c1C(=O)NC(=S)N1CCN(c2ccc(C(F)(F)F)cc2[N+](=O)[O-])CC1	3.6	-0.5	-2	-2.5	-12	-3.5	53	-25	9
Cc1cccc(-n2c(CNC(=O)Cc3ccccc3)n[nH]c2=S)c1	1.3	0.1	-8	7.3	2	-1.1	-42	-12	-5
CCOc1ccc(-c2[nH]ncc2Oc2ccccc2OCC)c(O)c1	4.2	3.9	-1	-3.6	-10	0.3	-16	-10	-20
O=C(Nc1cccnc1N1CCOCC1)c1cccs1	0.8	-0.1	2	-1.9	-9	-3.5	15	-5	18
CCOC(=O)C1(CC2CC2)CCN(Cc2cnc(N(C)C)s2)CC1	0.1	0.8	3	-0.6	2	2.2	-5	-1	0
CC(=O)c1ccc(NCC2COc3ccccc3O2)c([N+](=O)[O-])c1 (stereo unspecified)	2.2	1.3	-4	1.4	3	-4.3	20	5	-5
O=C(CSc1nc2ccccc2n1CC(=O)N1CCCC1)Nc1nccs1	0.8	0.2	-7	-3.9	9	-6.5	-1	-15	2
COc1ccc(S(=O)(=O)NCCC(=O)NCc2cccs2)cc1	-0.1	-0.1	1	-1.3	-2	-3.1	-7	3	-2
O=C(NCc1ccccc1OC(F)(F)F)C1CCC(=O)N(Cc2ccccn2)C1 (stereo unspecified)	0.2	2.3	1	-4.8	0	-0.3	55	-13	6
COc1ccccc1-c1c(C(F)(F)F)oc2cc(OC(=O)c3cccc([N+](=O)[O-])c3C)ccc2c1=O	1.7	2.1	-4	0.7	-4	-1.8	22	-4	4
Cc1c(NC(=O)c2cc3ccccc3oc2=O)c(=O)n(-c2ccccc2)n1C	-0.2	-0.7	-2	-0.7	3	-4.8	12	-6	-2
COc1ccc2c(c1OC)C(C1c3c(cc4c(c3OC)OCO4)CCN1C)OC2=O (stereo unspecified)	0.5	-0.8	8	-3.2	-16	-0.9	7	-9	-3
C=CCn1c(SCc2ccccc2C#N)nnc1-c1ccccc1O	0.5	1.6	-3	-3.2	0	-4.2	4	-18	5
O=C(CN1C(=O)C2C3CCC(C3)C2C1=O)OCC(=O)c1cccc([N+](=O)[O-])c1 (stereo unspecified)	2.3	2.3	2	0.6	-10	-3.9	-12	0	4
CCOC(=O)C1CCN(C(=O)c2cnn3c(C)cc(C)nc23)CC1	0.3	-0.6	0	-0.8	-12	-4.2	-10	-10	-1
CCNc1nc2nonc2nc1NCC	1.1	0.7	4	-0.4	-12	-2.0	32	-2	-2
Cn1ccnc1SCc1ccc([N+](=O)[O-])cc1	3.4	0.8	-3	2.6	-2	-1.5	15	8	7
O=C1CC(C(=O)Nc2ccc(C(=O)O)cc2)C(c2ccccc2)O1 (stereo unspecified)	-0.1	1.9	-2	-5.5	1	-1.1	11	-4	5
CC(C)CCN1CCC(n2nccc2NC(=O)C2CCOC2)CC1 (stereo unspecified)	-0.3	0.0	-8	0.9	24	-0.4	9	2	25
CCOC(=O)N1CCC(c2cc(=O)n3[nH]ccc3n2)CC1	-1.0	-0.7	3	-6.4	-11	-3.2	15	-6	8
C=CCNCCCCOc1ccc(OCc2ccccc2)cc1	11	9.7	-9	-1.0	13	-0.7	37	22	-34
O=C(NCCCC(=O)N1CCOCC1)c1cccnc1	0.9	-0.4	1	-1.2	-8	-6.9	-6	2	1
COc1ccc(N2CCN(c3nc(NCCc4ccc(OC)c(OC)c4)nc(OC)n3)CC2)cc1	0.4	0.4	-8	-3.1	-5	1.9	-41	-15	1
O=C(Nc1ccccc1)C(Cc1cccs1)c1nn[nH]n1 (stereo unspecified)	0.5	0.5	-3	0.8	-7	-2.0	4	1	8
CCOc1ccccc1NC(=O)N1CCCc2ccccc21	.	.	2	2.6	2	-1.0	11	-40	20

Grouped by structure, those above with fluorine (9)
SMILES	V1aR counter	OXTR ag	GalR3 antag	VIM-2 inhibitor	GPR7 antag	IMP-1 inhibitor	PHOSPHO1 inh	FID counter	NS3 helicase inh
COc1cc(C(=O)Nc2cc(C(F)(F)F)ccc2Cl)cc(OC)c1OC	-0.2	-2.5	0	-0.4	-7	-3.2	-1	-20	-12
CC(=O)Nc1ccc(S(=O)(=O)N(C)S(=O)(=O)c2ccc(F)cc2)cc1	2.4	1.7	-5	-2.5	-5	-1.7	-11	-1	-8
NCCCC[C@H]1CNC(=S)N1CCc1cc(C(F)(F)F)cc(C(F)(F)F)c1	1.1	0.4	-6	-3.4	-6	-2.9	14	22	-37
O=C(c1ccc(COc2ccc(Cl)cc2)o1)N1N=C(C(F)F)CC1(O)C(F)F (stereo unspecified)	2.3	0.8	-1	-2.6	-13	-3.7	-5	-11	-12
Cn1nc(C(F)(F)F)c2cc(C(=O)Nc3ccc(C(F)(F)F)cc3)sc21	4.5	0.1	-6	-1.4	7	-0.3	13	-5	0
CCOC(=O)c1cc(C#N)c(N2CCN(C(=O)c3ccccc3)CC2)nc1C(F)(F)F	0.8	-0.5	-1	0.7	-2	-1.0	24	-13	5
COc1cccc(OC)c1C(=O)NC(=S)N1CCN(c2ccc(C(F)(F)F)cc2[N+](=O)[O-])CC1	3.6	-0.5	-2	-2.5	-12	-3.5	53	-25	9
O=C(NCc1ccccc1OC(F)(F)F)C1CCC(=O)N(Cc2ccccn2)C1 (stereo unspecified)	0.2	2.3	1	-4.8	0	-0.3	55	-13	6
COc1ccccc1-c1c(C(F)(F)F)oc2cc(OC(=O)c3cccc([N+](=O)[O-])c3C)ccc2c1=O	1.7	2.1	-4	0.7	-4	-1.8	22	-4	4

Assay outcomes (PubChem BioAssay)
